OXTR agonist = human OXTR agonism | activation, % at 3 µM | CHO-OTR cells, Fluo-8 calcium fluorescence; normalized: DMSO 0%, oxytocin 100% | P30559 | AID 2435 | actives 0.32% (n = 320,000);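 active means activation above the mean of all tested compounds plus 3 SD, cutoff set per screening run, cut at about 20% in these data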;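 further: peak over basal fluorescence ratio from a 100 s FLIPR kinetic read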
Target sequence (P30559 whole entry, looked up): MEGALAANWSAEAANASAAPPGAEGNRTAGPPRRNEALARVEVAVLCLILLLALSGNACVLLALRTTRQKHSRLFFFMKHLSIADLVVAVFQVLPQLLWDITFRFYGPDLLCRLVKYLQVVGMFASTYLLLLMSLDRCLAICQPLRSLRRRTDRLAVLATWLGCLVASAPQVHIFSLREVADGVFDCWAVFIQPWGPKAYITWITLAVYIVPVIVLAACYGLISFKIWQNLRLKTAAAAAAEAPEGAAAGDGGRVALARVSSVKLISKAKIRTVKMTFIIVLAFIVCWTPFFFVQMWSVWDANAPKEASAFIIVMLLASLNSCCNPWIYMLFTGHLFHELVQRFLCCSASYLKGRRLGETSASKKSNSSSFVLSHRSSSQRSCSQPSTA
CHO parental Ca = counter-screen for OX1R antagonists: effect in parental CHO cells | parental CHO-K1, ATP-induced calcium, Fluo-8 fluorescence | inhibition, % at 5.6 µM | actives 0.63% (n = 330,000) | AID 463079;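 active means inhibition above that plate's mean sample inhibition plus 3 SD, cut at about 26% in these data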;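 further: 0% = ATP-challenged DMSO wells and 100% = DMSO wells without ATP; some compounds past the cut are filed as inactive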
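Assay system – parental CHO cells · Reagent – ATP stimulus · Detection – intracellular calcium via Fluo-8 no-wash fluorescent dye · Evaluation – percent inhibition of ATP-evoked calcium rise, normalized to controls · Controls – ATP wells versus no-ATP DMSO wells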
V1aR counter = counter-screen for oxytocin receptor agonists: human V1a receptor agonists. CHO-V1R cells, Fluo-8 calcium fluorescence, agonist mode; 0% DMSO, 100% 3 nM vasopressin. actives 0.25% (n = 320,000). activation, % at 3 µM. P37288;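 active means activation above the mean activation of all tested compounds plus 3 SD, per screening run, cut at about 20% in these data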;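 further: signal is peak over basal fluorescence ratio across a 100 second FLIPR read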
CHO-K1 Ca antag = counter-screen for M1 antagonists: effect in parental CHO-K1 cells. ATP-induced calcium, Fluo-8 fluorescence. inhibition, % at 3 µM. actives 0.6% (n = 360,000);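 active means inhibition above a per-plate cutoff, the plate's mean sample inhibition plus 3 SD, cut at about 24% in these data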;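 further: 0% = DMSO plus EC80 ATP and 100% = DMSO alone without ATP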
TAAR1 antagonist = antagonists of human TAAR1. Q96RJ0. actives 1.5% (n = 360,000). inhibition, % at 3 µM. CHO RD-HGA16 TAAR1, Fluo-8 calcium fluorescence, antagonist;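 active means inhibition above a per-plate cutoff, the mean inhibition of test compounds on that plate plus 3 SD, cut at about 49% in these data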;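 further: 0% = DMSO plus EC80 beta-PEA response and 100% = DMSO alone without agonist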
Target sequence (Q96RJ0 whole entry, looked up): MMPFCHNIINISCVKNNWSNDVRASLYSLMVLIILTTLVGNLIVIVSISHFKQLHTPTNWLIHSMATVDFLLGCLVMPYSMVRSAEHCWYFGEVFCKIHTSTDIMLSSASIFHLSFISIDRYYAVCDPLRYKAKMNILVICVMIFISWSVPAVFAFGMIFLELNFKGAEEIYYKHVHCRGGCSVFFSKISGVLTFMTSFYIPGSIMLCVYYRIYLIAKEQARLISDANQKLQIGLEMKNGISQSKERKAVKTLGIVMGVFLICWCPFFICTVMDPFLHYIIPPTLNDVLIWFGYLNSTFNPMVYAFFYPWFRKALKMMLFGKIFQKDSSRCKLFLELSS
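System: CHO RD-HGA16 cells bearing hTAAR1. Reagent: EC80 β-phenethylamine stimulus. Schedule: seeding 17-24 h prior, 75-min 37 °C, 30-min RT dye loading. Signal: Fluo-8 intracellular calcium dye fluorescence, real-time kinetic reads. Read-out: % inhibition from peak post-agonist over basal fluorescence ratio. Benchmarks: vehicle wells and EC80 agonist wells. Replicates: n of 1.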
GPR7 antagonist = antagonists of human GPR7 (neuropeptides B/W receptor 1); actives 1.1% (n = 290,000); P48145; GPR7-expressing cells, fluorescence antagonist assay; AID 1861; inhibition, % at 4.4 µM; in the data active means inhibition above about 16%, passing the limit was not always enough;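 further: cells stimulated with the agonist NPW; 0% = agonist with vehicle and 100% = vehicle without agonist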
Target sequence (P48145 whole entry, looked up): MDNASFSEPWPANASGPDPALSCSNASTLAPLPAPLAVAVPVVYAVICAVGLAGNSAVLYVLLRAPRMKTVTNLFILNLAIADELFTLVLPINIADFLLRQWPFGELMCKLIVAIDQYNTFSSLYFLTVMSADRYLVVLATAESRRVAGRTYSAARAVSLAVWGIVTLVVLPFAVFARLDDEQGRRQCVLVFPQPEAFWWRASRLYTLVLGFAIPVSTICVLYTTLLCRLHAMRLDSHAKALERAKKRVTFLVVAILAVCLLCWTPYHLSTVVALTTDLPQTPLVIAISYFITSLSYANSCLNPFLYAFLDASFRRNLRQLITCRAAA
OXTR potentiator = potentiators of human oxytocin receptor; CHO-OTR cells, Fluo-8 calcium fluorescence, potentiator mode; 0% = oxytocin EC15, 100% = EC100; AID 2445; activation, % at 3 µM; actives 0.061% (n = 320,000); P30559;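 active means activation above that plate's cutoff, the mean activation of tested compounds plus 3 SD, cut at about 6.6% in these data, passing the limit was not always enough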;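 further: 100% uses oxytocin at 75 nM as the full agonist control; some results filed as inactive read as strong as hits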
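assay system = CHO-OTR cells, human receptor | schedule = compound 6 min at room temperature before oxytocin, 100 s read | detection = Fluo-8 intracellular calcium fluorescence, ex 470-495, em 515-575 nm | evaluation = normalized max/min fluorescence ratio, % activation | control set = EC15 oxytocin alone as 0%, 75 nM oxytocin (EC100) as 100%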
CHO-K1 Ca PAM = counter-screen for M1 PAMs: effect in parental CHO-K1 cells. actives 0.02% (n = 360,000). ATP EC20, Fluo-8 calcium fluorescence; 0% at ATP EC20, 100% at ATP max. activation, % at 3 µM;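 active means activation above the run cutoff, the mean activation of all test compounds plus 3 SD, cut at about 40% in these data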;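 further: peak over basal fluorescence ratio in a 140 s read after ATP addition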
CHO-K1 Ca ag = M1 agonist counterscreen hit in parental CHO-K1 cells; Fluo-8 calcium fluorescence; scaled to maximal ATP response, vehicle zero; activation, % at 3 µM; actives 0.48% (n = 360,000); AID 602248; in the data active means activation above about 15%;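 further: untransfected CHO-K1 host cells lacking M1 receptor as counterscreen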
Starred values were filed as active, the others as inactive; x = not tested or not shown. Rows are unselected; overall some 3.5% were active at least once.

compound	OXTR agonist	CHO parental Ca	V1aR counter	CHO-K1 Ca antag	TAAR1 antagonist	GPR7 antagonist	OXTR potentiator	CHO-K1 Ca PAM	CHO-K1 Ca ag
Cc1cc(O)c(S(=O)(=O)c2ccccc2)c(C)c1NS(=O)(=O)c1ccccc1	1.1	4	1.0	-2	1	-8	-6	4	4.2
O=C(CN1C(=O)c2ccccc2C1=O)Nc1ccccc1C(=O)NC1CCCCC1	-1.3	-16	-0.7	-30	-2	-2	-4	22	0.5
Cc1cc(C)n(-c2nc(C(F)(F)F)nc3ccccc23)n1	-1.2	-13	1.5	1	15	-10	-11	1	0.0
O=C(O)c1cccc(NC(=S)N/N=C/c2c[nH]c3ccccc23)c1	-0.1	-1	0.0	-14	-8	-6	0	12	5.0
COc1ccc2c(COC(=O)CCS(=O)(=O)c3ccccc3)cc(=O)oc2c1	0.9	-8	0.8	0	x	-4	-8	1	8.6
CC(C)(C)C(=O)C(Cc1ccccc1Cl)n1cncn1 (stereo not drawn)	-0.8	5	1.6	-5	10	-3	-4	24	1.1
Cc1ccc(/C=N\NC(=O)Cc2noc3ccccc23)cc1	0.0	-3	0.9	-7	-13	20	-15	12	4.2
COc1ccc(C(=O)N2CCN(C3CCC(c4ccccc4)CC3)CC2)cc1OC (stereo not drawn)	2.5	-15	3.8	16	-13	-3	-4	0	0.0
Cc1cc(C)c2cc(C#N)c(N3CCNCC3)nc2c1	x	x	x	-8	77*	x	x	7	-0.4
c1ccc2sc(Cc3nnc4n3CCCCC4)nc2c1	1.2	-6	0.0	-16	-2	-15	0	3	-0.2
CN(C)c1ccc(C2N3CC4(C)CN2CC(C)(C3)C4O)cc1 (stereo not drawn)	0.1	2	1.0	9	0	1	-3	-5	-0.3
COCc1nnc(NC(=O)CC(C)C)s1	-0.2	-6	2.1	-10	3	-5	-7	17	0.3
COC(C/C=C\[C@@H](O)COCc1ccccc1)OC	x	x	x	-17	0	x	x	9	0.8
NS(=O)(=O)c1ccc(CCNC(=O)c2ccc(Br)s2)cc1	0.1	-8	0.9	-4	-1	-10	-12	12	0.8
C=CCc1cccc2cc(C(=O)Nc3ccc(S(=O)(=O)Nc4nnc(CC)s4)cc3)c(=O)oc12	0.2	-5	-0.2	-10	-13	0	3	20	0.2
CC(C)(C)c1ccc(OCC(O)CN2CCCC2)cc1 (stereo not drawn)	1.8	-13	2.0	-9	-2	-1	-3	19	1.5
Cc1cc(NC(=O)/C=C/c2ccc(Cl)cc2)no1	-1.0	1	-0.2	-6	0	-4	-13	19	1.8
CCCNC(=O)c1ccccc1C(=O)NCCC	0.2	2	1.5	-9	4	-5	-3	18	0.6
CCCc1cc(C(=O)Nc2cc(C)ccc2O)no1	-1.0	1	-1.2	-4	-7	2	0	-2	0.1
NC(=O)c1ccc(Oc2ccc(Cl)cc2)c([N+](=O)[O-])c1	-1.3	-7	-0.2	-4	2	-5	-5	8	1.0

The results go on:
compound	OXTR agonist	CHO parental Ca	V1aR counter	CHO-K1 Ca antag	TAAR1 antagonist	GPR7 antagonist	OXTR potentiator	CHO-K1 Ca PAM	CHO-K1 Ca ag
Cn1nnc2c(C(N)=O)ncn2c1=O	0.4	-7	0.8	0	-1	-4	-5	4	-0.1
CC1(C(=O)NS(=O)(=O)c2ccccc2C(F)(F)F)CCN1C(=O)CCC1CCCC1 (stereo not drawn)	x	x	x	4	-35	x	x	-5	-0.2
Cc1ccccc1NC(=O)CCNS(=O)(=O)c1ccc2[nH]c(=O)oc2c1	-0.5	-8	-1.4	-8	-13	-13	-7	19	0.4
O=C(NC(=S)N1CCN(CCO)CC1)C12CC3CC(CC(C3)C1)C2	0.2	-3	0.2	-14	-1	-4	-7	-3	0.6
CCCCc1nc2cc(C(=O)N3CCCCC3CC(=O)OCC)ccc2o1 (stereo not drawn)	-1.4	-9	0.2	-3	-19	-5	9	2	2.9
COc1ccc(/C=N/NC(=O)CCc2n[nH]c(=O)[nH]c2=O)cc1O	-0.4	-2	0.5	1	-21	-9	-5	20	0.2
CCCn1c(SC(C)C(=O)NCC2CCCO2)nc2cc(Cl)ccc2c1=O (stereo not drawn)	-2.6	-5	-0.8	2	-6	x	-7	-28	-0.3
Cc1ccc(CCNC(=O)C2CCN(S(=O)(=O)c3ccc4c(c3)oc(=O)n4C)CC2)cc1	0.1	-7	0.6	6	-14	17	-2	6	1.4
O=C(NC1CCC(O)CC1)c1ccccc1OCc1ccc(F)cc1 (stereo not drawn)	-0.9	-12	0.2	-2	-21	5	-3	-10	0.8
COc1cc(OC)nc(Nc2nc(C(N)Cc3ccccc3)cs2)n1 (stereo not drawn)	x	x	x	-5	-7	x	x	22	4.3
Cc1ccccc1CNCc1cccnc1	0.9	-8	0.1	21	-4	-4	0	1	0.0
N#CCCN(C(=O)Nc1ccccc1)C1CCCCC1	x	x	x	-4	27	x	x	-18	0.1
Cc1ncoc1C(=O)Nc1ccccc1C(N)=O	2.4	-7	0.2	-4	6	-6	4	-1	1.2
CC1CCN(S(=O)(=O)c2ccc(NC(=O)CSc3nnnn3C)cc2)CC1	-0.8	5	-0.1	-3	15	12	-4	13	0.2
CSc1ccc(CNC(C)(C)CO)cc1	0.4	-1	-0.1	-6	-18	0	1	5	5.5
CC(C)N(C(=O)CN1C(=O)NC2(CCCCCC2)C1=O)C(C)C	-0.1	-6	0.5	-13	-6	-8	-4	17	0.8
CC(C)(C)C(=O)Nc1c2c(nn1-c1ccccc1)CSC2	-0.4	-19	-1.0	-13	-32	-5	-4	-6	-0.1
CCOC(=O)c1cnc2ccc(OCC)cc2c1NCc1cccnc1	-2.4	-8	-2.2	5	10	-3	-1	-7	0.3
O=S(=O)(c1ccccc1Br)N1CCN(c2ncccn2)CC1	2.1	-13	5.3	-19	4	-2	-6	25	4.3
Nc1nc(NCc2ccco2)nc(N2CCN(Cc3ccccc3)CC2)c1[N+](=O)[O-]	-2.8	-20	0.7	-2	-17	-14	-8	5	2.7

Continued:
compound	OXTR agonist	CHO parental Ca	V1aR counter	CHO-K1 Ca antag	TAAR1 antagonist	GPR7 antagonist	OXTR potentiator	CHO-K1 Ca PAM	CHO-K1 Ca ag
Cc1cc(Br)cn2c(Cc3ccsc3)c(-c3ccco3)nc12	x	x	x	-14	-16	x	x	15	0.1
COc1ccccc1NC(=O)C1CCCN(C(=O)NCc2ccccc2)C1 (stereo not drawn)	-0.6	-2	-0.1	-13	-9	8	-13	-1	0.0
CCN(C(=O)C(C)Sc1ccc(S(=O)(=O)N2CCOCC2)cn1)c1ccccc1 (stereo not drawn)	-0.2	-22	0.6	-16	-15	x	1	14	1.9
Cc1ccc(-c2ccc(C(=O)Nc3cccc(F)c3)o2)c2ccccc12	0.4	-16	0.3	-13	9	0	-12	7	-0.2
CC1CCN(CCCNC(=O)C2CCC(CNS(=O)(=O)c3cccc4nsnc34)CC2)CC1 (stereo not drawn)	0.5	6	-0.8	-2	-28	-17	-6	-3	0.5
CCOc1ccc(NS(=O)(=O)c2ccc(C(=O)N3CC(C)OC(C)C3)cc2)cc1 (stereo not drawn)	58*	42*	51*	0	79*	x	-13	2	41*
C[C@]12CCC[C@H](O1)[C@H]([C@@H](O)c1ccccc1)O2	0.2	-5	0.5	8	x	x	-5	-11	0.7
Cc1ccc(NC(=O)Cn2cccc2)cc1	-0.5	-2	0.9	8	2	5	-10	-5	7.5
CCOc1ccc(N2C(=O)Nc3ccccc3C2(O)C(=O)NCc2ccc(C)cc2)cc1 (stereo not drawn)	-0.9	-9	-0.2	-14	-18	-9	-10	-8	4.7
COc1ccc(NC(=O)Nc2cccc3c2O[C@H](CN(C)S(=O)(=O)c2ccc(OC)cc2)[C@@H](C)CN([C@H](C)CO)C3=O)cc1	0.9	-18	1.1	-2	33	x	-2	9	2.7
O=C(CCCc1nc(-c2ccccc2)no1)NC1CCCCC1	3.9	-8	3.6	-20	8	-9	2	16	4.6
CCN(Cc1ccc(OC)c(F)c1)C(C)C(=O)Nc1ccc(S(=O)(=O)N2CCCC2)cc1 (stereo not drawn)	1.0	-8	1.0	-9	-1	x	-3	9	-0.1
Cc1ccn2c(C(=O)N/N=C\c3ccccc3[N+](=O)[O-])c(C)nc2c1	0.4	-20	0.6	-21	-14	-17	-3	12	-0.1
Cc1c(CC(=O)O)c(=O)oc2cc3c(cc12)CCC(C)(C)O3	0.4	-2	1.0	-6	-4	-7	-4	12	0.3
Cc1cccc(NS(=O)(=O)c2ccc3[nH]c(=O)oc3c2)c1C	3.2	-11	3.4	-8	2	x	-6	7	1.5
CCN1CCN(c2cc(C)c3cc(NC(=O)c4cccc(OC)c4)ccc3n2)CC1	0.6	2	-0.8	-11	10	-2	-10	3	-0.2
COCC(=O)Nc1ncc(S(=O)(=O)c2ccc([N+](=O)[O-])cc2)s1	4.6	4	4.1	-3	7	-6	-3	6	2.8
N=C(N=C(N)N)N1CCc2ccccc21	-0.6	-5	-0.7	0	-3	-7	-8	-4	-0.3
O=C(Cn1c2c(sc1=O)C1c3ccccc3OCC1CS2)Nc1ccc(Cl)cc1 (stereo not drawn)	0.4	2	0.2	2	-1	-6	2	13	0.2
O=c1c2cc(Br)ccc2nc(-c2ccccc2)n1O	0.0	-8	0.6	-14	-1	-18	-2	10	1.0

Further structures follow.
compound	OXTR agonist	CHO parental Ca	V1aR counter	CHO-K1 Ca antag	TAAR1 antagonist	GPR7 antagonist	OXTR potentiator	CHO-K1 Ca PAM	CHO-K1 Ca ag
COc1cc2c(=O)c(-c3ccc(O)cc3)coc2cc1OC1OC(CO)C(O)C(O)C1O (stereo not drawn)	0.0	-11	-0.4	-12	6	-4	-5	2	0.3
CCOC(=O)c1nn(-c2ccc(OCC)cc2)c2nc(CC(C)C)c(C#N)c(=O)n12	0.2	-17	0.6	13	-14	-9	-6	-1	0.1
CCc1ccc2c(c1)NC(=O)C2(C)Cc1ccccc1 (stereo not drawn)	x	x	x	-14	-16	x	x	26	0.3
Cc1ccc(/C=C/C(=O)N2CCN(S(=O)(=O)/C=C/c3ccccc3)CC2)o1	-0.2	-6	-0.8	-15	-11	-6	-1	12	0.9
COc1ccccc1NC(=O)C/C(C)=N/NC(=O)COc1c(Br)cc(Br)cc1OC	-1.4	-21	-1.3	-14	-32	-6	-5	12	0.5
COc1ccc(OCC(=O)NS(=O)(=O)c2ccc(Cl)cc2)cc1	0.1	2	2.6	-17	-3	-3	2	6	0.4
CCCN1C2CCCC1CC(NC(=O)NC1CCCCC1)C2 (stereo not drawn)	-0.8	-7	-0.6	-3	-7	-8	-3	14	0.9

Compound activity from PubChem.
